SENP8 inh – SENP8 (human) protease inhibition. recombinant SENP8, Nedd8 substrate fluorescence. 0.64% of 360,000 active. inhibition, % at 20 µM. AID 602440. Q96LD8; in the data active = inhibition mostly above about 40%, no sharp cut-off; inactive = mostly below about 27%
Target sequence (Q96LD8 whole entry, looked up): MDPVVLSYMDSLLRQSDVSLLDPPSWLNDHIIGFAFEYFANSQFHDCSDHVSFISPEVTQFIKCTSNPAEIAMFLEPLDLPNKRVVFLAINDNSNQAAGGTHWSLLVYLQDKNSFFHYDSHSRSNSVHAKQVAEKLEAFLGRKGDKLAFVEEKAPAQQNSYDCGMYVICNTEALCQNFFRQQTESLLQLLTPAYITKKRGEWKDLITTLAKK
HKDC1 inhibitor – inhibitors of human hexokinase HKDC1. Q2TB90. recombinant HKDC1, G6PDH/diaphorase resazurin coupled fluorescence. inhibition, % at 20 µM. 0.16% of 340,000 active. AID 493160;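 active = inhibition above about 35% when tested at 20 µM, limit read from the data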;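 note: plate controls were DMSO wells with enzyme for no effect and DMSO wells lacking enzyme for full effect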
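test system = in-house recombinant HK5 (HKDC1) enzyme | amount = HKDC1 at 5 µg/mL | control set = DMSO-enzyme wells negative, buffer-substituted wells positive | compound = one dose of 20 µM, 1% DMSO | schedule = reaction time 90 min, room temperature, protected from light | technique = resorufin fluorescence at 613 nm | reagent = glucose with 1 mM ATP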
SENP7 inh – inhibitors of human SENP7 protease; recombinant SENP7, Z-RLRGG-aminoluciferin luminescence, 40 min; inhibition, % at 5 µM; 1.5% of 330,000 active; AID 434973;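 active = inhibition above about 50% at the single test dose, limit read from the data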;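 note: plate controls were DMSO with enzyme for no effect and no enzyme buffer wells for full effect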
Target sequence (Q9BQF6 706-1050 limits assumed): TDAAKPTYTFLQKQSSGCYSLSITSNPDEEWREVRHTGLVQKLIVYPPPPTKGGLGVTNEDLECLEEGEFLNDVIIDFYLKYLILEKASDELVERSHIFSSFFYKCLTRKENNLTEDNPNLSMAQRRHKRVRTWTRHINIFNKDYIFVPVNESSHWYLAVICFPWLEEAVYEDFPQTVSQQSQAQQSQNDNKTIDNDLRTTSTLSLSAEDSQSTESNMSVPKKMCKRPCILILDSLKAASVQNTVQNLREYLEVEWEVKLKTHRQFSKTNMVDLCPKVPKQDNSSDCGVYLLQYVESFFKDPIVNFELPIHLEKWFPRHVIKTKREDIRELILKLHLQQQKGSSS
SENP6 inh – inhibitors of human SENP6 protease | Q9GZR1 | Recombinant SENP6 catalytic domain, aminoluciferin luminescence | inhibition, % at 10 µM | 1.8% of 330,000 active | AID 2599;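 active = inhibition above about 50% at the single tested dose, limit read from the data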;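 note: plate controls were DMSO wells with enzyme for no effect and DMSO wells lacking enzyme for full effect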
PfGluPho inh – PfG6PD (Plasmodium falciparum) enzyme inhibition. PfGluPho enzyme, NADPH resazurin-diaphorase fluorescence. 0.78% of 350,000 active. inhibition, % at 20 µM;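 active = inhibition reaching at least a set limit at 20 µM in the primary screen, cut at about 59% in these data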;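 note: 0% = DMSO wells with substrate and 100% = DMSO wells lacking glucose-6-phosphate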
ATG4B inh – blocks human ATG4B protease cleavage of LC3 substrate. ATG4B cleavage of LC3-PLA2, NBD-HPC fluorescence, 1 h. inhibition, % at 8.33 µM. 0.51% of 340,000 active. AID 504462; in the data active = inhibition above about 40%
Target sequence (Q9Y4P1 whole entry, looked up): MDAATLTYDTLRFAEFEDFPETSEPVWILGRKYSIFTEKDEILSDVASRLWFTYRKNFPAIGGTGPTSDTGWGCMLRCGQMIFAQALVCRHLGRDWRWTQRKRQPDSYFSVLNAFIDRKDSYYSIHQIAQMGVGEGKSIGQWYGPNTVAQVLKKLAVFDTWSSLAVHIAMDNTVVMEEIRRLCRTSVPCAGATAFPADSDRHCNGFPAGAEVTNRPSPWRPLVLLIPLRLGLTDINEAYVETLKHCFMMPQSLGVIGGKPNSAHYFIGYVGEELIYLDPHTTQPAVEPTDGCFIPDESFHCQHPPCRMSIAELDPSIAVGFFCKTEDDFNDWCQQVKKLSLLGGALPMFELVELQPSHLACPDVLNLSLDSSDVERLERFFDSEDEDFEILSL
GRIN3A LBD mod – modulators (binders) of human NR3A ligand-binding domain | NR3A LBD differential scanning fluorimetry, Tm shift; 0% = protein alone, 100% = glycine-bound protein | Tm shift relative to glycine control, % at 25 µM | 2.5% of 340,000 active;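 active = melting temperature shift of at least 10% of the positive control shift, at one fixed dose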
MPTP inh – permeability transition pore inhibition; inhibition, % at 10 µM; isolated mouse mitochondria, Ca2+ swelling absorbance, 30 min; 1.4% of 360,000 active;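 active = inhibition of 50% or more, scaled per plate between neutral and stimulator controls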;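 note: 0% = DMSO wells given calcium and 100% = 1 mM EGTA wells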
The depositor's hits bear a star; i = inactive; nt = not tested or not shown. This is a random part of the collection; 6.9% or so of the library scored in one or more.

canonical_smiles | SENP8 inh | HKDC1 inhibitor | SENP7 inh | SENP6 inh | PfGluPho inh | ATG4B inh | GRIN3A LBD mod | MPTP inh
Cc1ccc(CN=Cc2[nH]c3ccc(Br)c(Cl)c3c2O)cc1 | 44* | 12 | 1 | 23 | 17 | 22 | -34 | 69*
C=CCn1c(CCC(O)COCCC)n[nH]c1=S (centres undefined) | 6 | 4 | 1 | -12 | 12 | -3 | 0 | 0.1
N=c1c2cn[nH]c2nc(SCC(=O)c2ccc(Br)cc2)n1-c1ccc(Br)cc1 | -16 | 0 | 0 | 3 | 4 | -1 | -2 | 1.1
O=C(CSc1nnc(-c2ccccc2O)n1Cc1ccccc1)NNC(=O)c1ccccc1O | -84 | -13 | -7 | 5 | -38 | 0 | -7 | 3.1
CNC(=O)COC(=O)c1cc(=O)[nH]c2ccccc12 | -160 | -9 | 10 | 1 | -16 | -3 | 1 | -0.3
O=C(NC1CCCC1)c1n[nH]c2ccccc12 | 10 | -9 | -2 | -4 | 14 | 0 | -2 | -0.7
CCCn1nnnc1SCC(=O)c1ccc2c(c1)OCCO2 | 15 | -3 | -7 | -17 | 20 | -4 | -12 | 1.8
O=C(CC1CCCC1)Nc1cccc(Br)c1 | 9 | 5 | 1 | -20 | 14 | 6 | -9 | 0.5
CCCCCNC(=O)c1cn(CC)c2cc(N3CCN(C)CC3)c(F)cc2c1=O | -63 | 2 | -12 | -11 | 3 | -7 | 0 | 1.3
Nc1cc[n+](CC(=O)Nc2ccccc2)cc1 | 13 | -11 | -9 | -5 | 29 | -5 | -2 | 0.3
COCCn1c(SCC(=O)Nc2cccc(NC(C)=O)c2)nc2c([nH]c3ccccc32)c1=O | -55 | -3 | -1 | -10 | 0 | 6 | -4 | 0.5
O=C(O)c1ccc(/C=N/NC(=O)C(O)(c2ccccc2)c2ccccc2)cc1 | 18 | 2 | 3 | 12 | -13 | 7 | 0 | 0.3
O=C(O)CCCCCCCCCCCc1ccccc1 | 56* | 7 | -2 | 34 | -37 | 19 | -2 | -2.3
CCOC(=O)c1cc2c(ccn2C)n1CC(=O)N1CCN(c2ccc(F)cc2)CC1 | -6 | -14 | -8 | -11 | 9 | -16 | -8 | 1.8
CN(Cc1ccccc1)C(=O)CSc1nc2cc(C(=O)N3CCC(C(N)=O)CC3)ccc2c(=O)n1-c1ccccc1 | nt | -4 | -6 | -3 | -5 | -10 | -2 | nt
CC(=O)Oc1ccc(C(=O)Nc2ccccc2C(=O)Nc2ccc(C(=O)O)cc2)cc1 | 1 | -5 | -9 | -14 | -15 | -2 | -1 | 2.2
O=C(CSC1=NCCN1)Nc1cccc(C(F)(F)F)c1 | 8 | -8 | 0 | 0 | 0 | -4 | 0 | 1.0
O=S(=O)(Cc1cc(-c2ccc(Cl)cc2)no1)c1ccccc1 | 18 | -5 | -2 | -15 | 6 | 15 | -1 | -1.5
CCc1nnc(NC(=O)C2CCCN2S(=O)(=O)c2ccccc2)s1 (centres undefined) | 19 | 11 | -2 | 12 | 2 | -5 | -3 | -0.9
O=C(CSc1nc2ccccc2c(=O)n1CCCN1CCOCC1)Nc1cccc(S(=O)(=O)N2CCCCCC2)c1 | 15 | -1 | -6 | 3 | -7 | -7 | -3 | 1.8
C=CCN1C(=O)C(Cc2ccc(OCC)cc2)S/C1=N\N=C\c1cccs1 (centres undefined) | 14 | 3 | 1 | -1 | 12 | -1 | 0 | 0.7
CC(C)(C)C(=O)NC1(C(F)(F)F)NC(=O)N(c2ccc(F)cc2)C1=O (centres undefined) | 6 | 2 | -1 | -5 | 8 | -4 | -2 | 0.9
CC(/C=N/NC(=O)c1ccccc1F)=C\c1ccccc1 | 2 | -3 | 43 | 58* | 12 | -7 | 1 | 0.4
c1ccc(-c2nnc(SCc3nnc(-c4cccs4)o3)o2)cc1 | -42 | 1 | 5 | 3 | 14 | -3 | -2 | -2.6
O=C(Nc1ccc(F)cc1)c1nc2c(nnn2Cc2cccc3ccccc23)c(=O)[nH]1 | 14 | 9 | 7 | -8 | -17 | 9 | -1 | 9.1
Cc1nn2cc(-c3ccc(Cl)cc3)cnc2c1Cl | 15 | -3 | 76* | -27 | -16 | 3 | 0 | -6.7
CCOc1cc(/C=N/NC(=O)Cn2nc([N+](=O)[O-])cc2C)cc(Br)c1OCc1ccccc1C | 5 | 7 | 0 | -6 | -18 | 2 | 13* | 15
Cc1cn(C2OC(COC(=O)c3ccccc3)C(OC(=O)c3ccccc3)C2OC(=O)c2ccccc2)c(=O)[nH]c1=O (centres undefined) | 6 | -2 | -5 | -20 | 4 | 5 | 2 | 0.9
CCOC(=O)c1c(S(=O)(=O)Nc2ccccc2OCC)c(C)n(C)c1C | 16 | 4 | 2 | 5 | -1 | -4 | -2 | -0.3
COc1ccc(N2CCN(CCOc3ccc4c(C)cc(=O)oc4c3)CC2)cc1 | -15 | -9 | -4 | -2 | -35 | -5 | 4 | 0.9
Cc1ccccc1NS(=O)(=O)c1ccc(C2CNC(=O)C2)cc1 (centres undefined) | 9 | -7 | 4 | 10 | -9 | 2 | 0 | 0.0
CC(NCc1ccc([N+](=O)[O-])cc1)C1COc2ccccc2O1 (centres undefined) | 7 | -3 | -10 | -10 | 12 | -1 | -6 | -0.9
COc1ccccc1N(C)S(=O)(=O)c1ccc(C(=O)OCC(=O)NCCC2=CCCCC2)cc1 | 33 | -6 | 0 | -2 | -15 | 9 | -5 | 46
C/C(=N/Nc1nc(-c2ccccc2)c(CC(=O)O)s1)c1ccccc1 | -368 | 7 | nt | nt | 27 | 2 | -2 | 3.9
COc1ccc(C(CNC(=O)c2cccc(S(=O)(=O)Nc3ccccc3OC)c2)N2CCCCC2)cc1 (centres undefined) | 3 | -1 | nt | nt | 1 | -14 | 0 | 3.8
COc1cccc(NC(=S)Nc2cc(C(=O)O)ccc2N2CC3CC(C2)c2cccc(=O)n2C3)c1 (centres undefined) | -4 | 11 | 0 | -5 | -3 | -1 | -10 | -0.8
COC(=O)c1sc(NC(=O)COc2ccccc2)nc1C | 14 | 2 | 2 | -34 | -3 | -4 | 1 | -9.4
CC1CCCN(C(=O)CN2C(=O)NC(C)(c3ccc4ccccc4c3)C2=O)C1 (centres undefined) | 10 | -3 | 3 | -1 | 3 | -7 | 0 | -0.7
COC(=O)C1=CN(C)C=C(C(=O)OC)C1c1ccsc1 | i | 4 | nt | nt | 11 | 3 | 1 | -8.1
CCN(CC)C(=O)CSc1nc2ccccc2c(=O)[nH]1 | 10 | 0 | 6 | 2 | -2 | 2 | 0 | 66*

A second format for some results above.
Structure: CCOc1cc(/C=N/NC(=O)Cn2nc([N+](=O)[O-])cc2C)cc(Br)c1OCc1ccccc1C
  SENP8 inh: 5; HKDC1 inhibitor: 7; SENP7 inh: 0; SENP6 inh: -6; PfGluPho inh: -18; ATG4B inh: 2; GRIN3A LBD mod: 13*; MPTP inh: 15
Structure: CC(C)(C)C(=O)NC1(C(F)(F)F)NC(=O)N(c2ccc(F)cc2)C1=O (centres undefined)
  SENP8 inh: 6; HKDC1 inhibitor: 2; SENP7 inh: -1; SENP6 inh: -5; PfGluPho inh: 8; ATG4B inh: -4; GRIN3A LBD mod: -2; MPTP inh: 0.9

(cont.)
structure	SENP8 inh	HKDC1 inhibitor	SENP7 inh	SENP6 inh	PfGluPho inh	ATG4B inh	GRIN3A LBD mod	MPTP inh
CN(C(=O)c1cccc(C#N)c1)c1nnc(-c2cnccn2)s1	-5	3	5	9	-14	-5	0	-1.0
Cc1nn(C)c(C)c1NC(=O)c1cc2nc(-c3ccco3)cc(C(F)(F)F)n2n1	-172	-7	3	10	4	-11	0	0.8
Cc1c(/C=N/O)c2ccccn2c1C=O	-126	5	9	-22	-12	-3	-2	-2.8
CSc1ncccc1C(=O)OCc1ccccc1F	16	1	43	72*	-22	-10	9	0.7
COc1cccc(OC)c1C1=CC(=O)C[C@H](c2ccc3c(c2)OCO3)C1	17	-4	-5	-16	-1	7	-3	0.2
O=C(NC1CCCCC1)[C@H](O)[C@@H](O)C(=O)NC1CCCCC1	26	-8	11	-16	-7	-9	-1	-1.1
O=C1N=C(N2CCCCC2)S/C1=C\c1ccc(Br)cc1	-6	7	-20	-27	10	4	-1	-0.1
CC(=O)Nc1ccc(NC(=O)C(=O)NCC(c2ccco2)N2CCc3ccccc32)cc1 (centres undefined)	16	-2	6	-5	-23	-1	4	-1.3
COc1ccc(C(=O)N(CCc2ccccc2)Cc2ccccc2)cc1S(=O)(=O)N1CCOCC1	7	-3	-2	-14	-10	2	-2	-1.5
O=C(NNC(=S)NCCCN1CCOCC1)c1ccncc1	8	-7	-8	-16	-9	-10	-1	-1.3
Cc1cnc(C(=O)OCC(=O)c2ccc(-c3ccccc3)cc2)cn1	-11	-4	8	0	-20	4	3	-0.5
COc1ccc(/C=N/NC(=O)c2ccc(N(C)S(=O)(=O)c3ccccc3)cc2)cc1OC	-282	3	7	-4	25	-3	-2	1.2
C=CCn1c(-c2ccc(N)cc2)nc2ccccc21	-416	-7	8	4	-1	-7	-2	-1.0
CC(C)(C)C(=O)NC(=S)Nc1sc2c(c1C#N)CCCCC2	14	6	-5	-5	-17	7	-5	22
CCCCCCSc1nsc(N)n1	7	1	17	-11	-3	-2	-2	0.2
Cc1ccc(NC(=O)CN2CCN(c3ccccn3)CC2)c(Cl)c1	12	-6	-6	-10	-15	-12	-2	0.8
CC(=O)CC(c1ccccc1)S(=O)(=O)c1ccc(C)cc1 (centres undefined)	13	6	1	-7	3	-13	3	0.1
CCNc1nc(NC(C)CC)nc(Oc2ccc(OCC)nn2)n1 (centres undefined)	-3	15	10	-9	-6	-9	1	1.6
CCO[C@@H]1OC(C(N)=O)=C[C@H](C2CC2)[C@H]1CCCO	8	-6	-4	3	-4	-8	-2	0.2
COc1ccccc1OCC(=O)NC1CCCc2ccccc21 (centres undefined)	2	-1	1	-6	-4	-2	1	0.6
CN(Cc1cccnc1)Cc1cn[nH]c1-c1ccc(-c2ccccc2)cc1	0	-5	-5	12	18	-6	0	0.8
CCOc1ncccc1C(=O)OCC(=O)Nc1cc(S(=O)(=O)N2CCOCC2)ccc1Cl	7	-7	2	-2	4	1	-18	2.0

Single entries from above.
COc1ccccc1OCC(=O)NC1CCCc2ccccc21 (centres undefined) – ATG4B inh: -2
CSc1ncccc1C(=O)OCc1ccccc1F – SENP7 inh: 43
CCO[C@@H]1OC(C(N)=O)=C[C@H](C2CC2)[C@H]1CCCO – SENP6 inh: 3
CCNc1nc(NC(C)CC)nc(Oc2ccc(OCC)nn2)n1 (centres undefined) – ATG4B inh: -9
CN(C(=O)c1cccc(C#N)c1)c1nnc(-c2cnccn2)s1 – SENP8 inh: -5
Cc1nn(C)c(C)c1NC(=O)c1cc2nc(-c3ccco3)cc(C(F)(F)F)n2n1 – PfGluPho inh: 4

From PubChem
